# Source: PubChem
# CCT chaperon mod: changes cytosolic chaperonin activity | purified chaperonin ATPase assay, HTRF ADP detection, 30 min | activity change, % (concentration not given with the values), hits read low | 360,000 tested, 0.3% active; in the data active = activity change below about -30%; note: % is set by controls: 0 for no effect and ±100 for the full control effect
#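 Nucleotide hydrolysis assay: TRiC at 20–40 nM final (set by batch activity) with 10 uM ATP, 30 min at 37 °C, in presence of 76 uM compound. Detection by competitive ADP HTRF, 30 min ambient.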
# EPAC2 antagonist: EPAC2 (human) antagonism; Q8WZA2; EPAC2 GEF exchange of Rap1B-BODIPY-GDP, fluorescence; Potency, µM (series often up to 114 µM), inactives show at the highest dose activity, negative = inhibition, actives largely listed as inhibitors; 360,000 tested, 0.18% active; note: potency is the fitted concentration of half-maximal effect; % is set by controls: 0 for no effect and ±100 for the full control effect; nearly all actives have a fitted effect of over 45% in size; many of its hits are not listed in these tables
# MmCpn inh: blocks the Methanococcus maripaludis chaperonin Mm-Cpn | 330,000 tested, 0.031% active | Potency, µM (top dose mostly 76.9 µM), for the others: at the top dose activity, negative = inhibition, hits mostly inhibitors | purified Mm-Cpn ATPase, ADP Transcreener TR-FRET; note: potency is the fitted concentration of half-maximal effect; % is set by controls: 0 for no effect and ±100 for the full control effect; nearly all actives have a fitted effect of over 80% in size
#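 Measured: ADP formation by purified Mm-CPN. Conditions: 25 nM protein, 10 uM ATP, Tris pH 7.4 with Mg2+, K+ and DTT, 37°C for 30 min. Detection: Transcreener HTRF after 30 min at room temperature.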
# PLK1 PBD block: blocks phosphopeptide binding to human PLK1 polo-box domain; Plk1 PBD binding of FITC phosphopeptide, fluorescence polarization; Potency, µM, inactives show max response, negative = inhibition, hits mostly inhibitors; 360,000 tested, 2.8% active; AID 720504; note: potency is the fitted concentration of half-maximal effect; series mostly up to about 57 µM; % is set by controls: 0 for no effect and ±100 for the full control effect; nearly all actives have a fitted effect of over 65% in size
# Target sequence (P53350 whole entry, looked up, the tested form may be a part): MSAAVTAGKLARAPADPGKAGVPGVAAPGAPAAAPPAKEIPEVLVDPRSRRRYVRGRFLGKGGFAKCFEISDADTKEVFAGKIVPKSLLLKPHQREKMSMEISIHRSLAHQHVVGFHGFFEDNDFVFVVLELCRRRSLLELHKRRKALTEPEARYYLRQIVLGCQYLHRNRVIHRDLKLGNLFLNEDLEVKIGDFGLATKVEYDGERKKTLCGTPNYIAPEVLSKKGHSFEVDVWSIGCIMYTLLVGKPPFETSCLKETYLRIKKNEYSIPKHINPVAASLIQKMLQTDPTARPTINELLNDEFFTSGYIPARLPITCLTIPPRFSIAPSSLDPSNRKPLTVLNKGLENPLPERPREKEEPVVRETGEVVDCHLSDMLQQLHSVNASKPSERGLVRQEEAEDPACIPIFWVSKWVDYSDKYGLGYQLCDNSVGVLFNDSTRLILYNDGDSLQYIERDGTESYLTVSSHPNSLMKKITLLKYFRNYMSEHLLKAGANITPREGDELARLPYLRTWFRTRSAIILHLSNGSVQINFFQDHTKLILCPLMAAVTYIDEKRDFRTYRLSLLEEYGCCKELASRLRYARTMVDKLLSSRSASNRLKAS
# EPAC1 agonist: EPAC1 (human) agonism | O95398 | EPAC1 agonist qHTS, biochemical assay; response scale: 100% = response to 6.5 mM cAMP | Potency, µM (doses to about 154 µM), for the others: at the top dose activation, most hits filed as activators | 360,000 tested, 0.073% active; note: potency is the fitted concentration of half-maximal effect; nearly all actives have a fitted effect of over 60% in size
#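 Read-out is the fluorescence drop as BODIPY-GDP leaves Rap1B (480 nm excitation, 540 nm emission), recorded every 5 minutes over 30 minutes. Reactions held 100 nM EPAC1, 250 nM Rap1B–BODIPY-GDP and 50 uM GDP, with 6.5 mM cAMP setting full activation.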
# WRN inhibitor: blocks human WRN helicase. Q14191. WRN helicase unwinding, fluorescent forked duplex, kinetic. Potency, µM (series often up to 114 µM), for inactives: at the highest dose activity change, negative = inhibition, hits mostly inhibitors. 360,000 tested, 0.46% active. AID 651768; note: potency is the fitted concentration of half-maximal effect; % is set by controls: 0 for no effect and ±100 for the full control effect; nearly all actives have a fitted effect of over 55% in size
#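 Kinetic fluorescence helicase assay: unwinding of a quenched forked DNA duplex (100 nM final) with 2 mM ATP final raises red fluorescence (525/598 nm). Compounds sat 15 min at room temperature with 20 nM WRN beforehand.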
# PI5P4K alpha inh: blocks human PI5P4K alpha kinase activity | PI5P4Kalpha enzyme, ADP-Glo luminescence, 60 min; hits give low values | max response, % | 330,000 tested, 1.2% active | AID 652105; active = max response of -50% or lower; inconclusive = between -30% and -50%; inactive = -30% or higher; note: value at the top dose of about 77 µM; % is set by controls: 0 for no effect and ±100 for the full control effect
# Target sequence (P48426 whole entry, looked up): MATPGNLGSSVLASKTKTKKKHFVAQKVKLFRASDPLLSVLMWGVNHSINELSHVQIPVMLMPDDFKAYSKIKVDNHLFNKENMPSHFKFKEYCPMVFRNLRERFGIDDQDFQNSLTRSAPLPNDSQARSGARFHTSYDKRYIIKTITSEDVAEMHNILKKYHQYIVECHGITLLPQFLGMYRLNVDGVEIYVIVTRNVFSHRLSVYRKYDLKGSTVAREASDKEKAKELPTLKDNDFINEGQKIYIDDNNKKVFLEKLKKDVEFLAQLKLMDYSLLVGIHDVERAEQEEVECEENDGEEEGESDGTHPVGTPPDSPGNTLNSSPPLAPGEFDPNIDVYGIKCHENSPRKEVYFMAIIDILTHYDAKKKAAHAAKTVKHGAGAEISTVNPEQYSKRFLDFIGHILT
#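 ADP-Glo luminescence end-point read after a 60 min room-temperature kinase reaction of PI5P4Kalpha plus substrate, initiated with ATP at 5 microM final. Buffer: 0.038 M HEPES pH 7.4, EGTA, 0.1% CHAPS, 5% DMSO.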
# EPAC1 antag: antagonists of human EPAC1 | O95398 | 360,000 tested, 0.14% active | Potency, µM (titrated, usually from 115 µM), inactives show at the highest dose activity change, negative = inhibition, usual class: inhibitors | AID 720709 | EPAC1 GEF assay, Rap1b-BODIPY-GDP exchange fluorescence;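 note: potency is the fitted concentration of half-maximal effect; plate controls were vehicle for no effect and positive control for full effect; nearly all actives have a fitted effect of over 50% in size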
# * hit, by the source's call; ? = inconclusive; / = no result given; [ ] = another dose, or the depositor's remark. Unless noted, calls come from the whole dose curve; as a rule, active = well fitted curve in the direction sought with a large enough effect; inconclusive = small, poorly fitted or top-dose-only effect, or another doubt; inactive = no such curve, though single readings can be large; an effect the other way counts as inactive or inconclusive. This is a subset; count on the stated rates, not on these rows.
mol	PLK1 PBD block	PI5P4K alpha inh	EPAC2 antagonist	EPAC1 agonist	MmCpn inh	WRN inhibitor	CCT chaperon mod	EPAC1 antag
Cc1ccccc1NS(=O)(=O)c1cccc(C(=O)Nc2cccc(C(=O)O)c2)c1	-1%	-17	14%	0%	1%	1%	-1.8	8%
COc1ccc(-c2cn3cc(C(F)(F)F)cc(Cl)c3n2)cc1	3%	0	-11%	-4%	2%	-12%	1.0	7%
CCOC(=O)C1=C(C)NC2=C(C(=O)c3ccccc32)C1c1ccc(O)cc1 (stereo not given)	-1%	1	9%	-2%	-2%	-2%	-2.3	-11%
O=[N+]([O-])c1ccc(-c2nnc3cccc(Cl)n23)cc1	-18%	-6	0%	12%	-1%	13%	-1.1	-22%
CC(=O)N(c1ccccc1)C1CCCC1	-2%	2	12%	-6%	-1%	?	-4.3	3%
CCCCOC(=O)c1ccc(NC(=O)c2c(Cl)ccc(Cl)c2OC)cc1	4%	1	-10%	-2%	1%	-16%[57.1 µM]	-0.6	-29%
CCOC(=O)c1ccc(NC(=O)c2cc(OC)c(OC)c(OC)c2Br)cc1	?	2	-18%	12%	1%	-3%	-1.5	-16%
CCCCCCCCCCOC(=O)Cn1c(COc2ccccc2)[n+](C)c2ccccc21	-20%	-21	?	-6%	-2%	-10%	-2.1	-19%
COC(=O)c1cc(OC)ccc1-c1ccc(OC)cc1	-8%	/	-19%	14%	-1%	-10%[57.1 µM]	-0.4	-8%
CN(CC(=O)Nc1ccccc1Cl)C(=O)CCSc1ccc(F)cc1	-8%	-4	0%	6%	-2%	1%	0.3	5%
COc1cc(OC)cc(C(=O)Nc2ccc(N3CCOCC3)cc2N2CCOCC2)c1	4%	0	-8%	-8%	-3%	-1%	2.8	13%
CCC(C)SCc1nc2ccccc2[nH]1 (stereo not given)	-11%	1	12%	7%	-2%	9%	0.6	13%
CCOC(=O)C1=C(C)NC(=O)NC1c1ccc(OC)c(CN2CCOCC2)c1 (stereo not given)	-6%	-3	2%	11%	-1%	-25%	0.3	-17%
CC(CCC(=O)Nc1nncs1)C(=O)O (stereo not given)	0%	7	-6%	4%	-3%	-3%	-1.6	-1%
COc1cc(OC)c2ccc(=O)oc2c1C(CCN1CCCC1)c1ccc(N(C)C)cc1 (stereo not given)	-2%	4	-3%	-14%	0%	2%	0.6	26%
CC1CC(C)CN(C(=O)COC(=O)c2ccc3c(c2)C(=O)N(Cc2ccco2)C3=O)C1 (stereo not given)	2%	5	-1%	-1%	0%	-1%	-0.9	-7%
N#Cc1ccc(C(=O)Nc2ccn(-c3ccccc3)n2)cc1	-8%	0	14%	3%	1%	2%	2.0	4%
Cc1ccccc1OCC(=O)NCCNC(=O)c1ccncc1	-6%	3	1%	-5%	0%	5%	-3.5	-4%
CC1CCN(C(=O)COc2ccccc2F)CC1	-5%	1	?	0%	0%	4%	-1.1	-9%
COC(=O)c1c(NC(=O)CSc2nnnn2C)sc(C)c1C	-9%	/	8%	4%	-2%	4%	-1.4	8%

# New compounds follow.
mol	PLK1 PBD block	PI5P4K alpha inh	EPAC2 antagonist	EPAC1 agonist	MmCpn inh	WRN inhibitor	CCT chaperon mod	EPAC1 antag
O=C(C1CCN(c2ccc(N3CCOCC3)nn2)CC1)N1CCc2ccccc2C1	-12%	/	-4%	1%	-1%	0%	-1.9	1%
Cc1ccc(-c2noc(-c3ccccc3F)n2)cc1	-3%	13	-17%	19%	1%	-24%[57.1 µM]	1.5	-1%
Cc1ccc(C)c(NC(=O)CN(C)S(=O)(=O)c2ccc(F)cc2)c1	-5%	/	-4%	4%	1%	-13%	-1.0	-19%
COCCCNc1ncnc2sc3c(c12)CCC(C)C3 (stereo not given)	-13%	3	-9%	-5%	-2%	-1%	-0.4	-7%
COc1ccc(NC(=O)CN(C)CC(=O)Nc2ccc3c(c2)CCC3)cc1	6%	4	-2%	-11%	-2%	7%	0.4	11%
CCOC(=O)[C@H]1[C@H]2COc3ccc(OC)cc3[C@@H]2N2C(=O)c3ccc(Cl)cc3NC(=O)[C@@]12C	6%	-3	-8%	3%	-1%	-9%	-0.8	-10%
C=CCn1c(SCc2c(C(=O)OC)sc(N)c2C(=O)OC)nnc1-c1ccc(Cl)cc1	1%	-18	-6%	1%	-4%	3%	-1.4	-7%
CS(=O)(=O)N(CC(=O)N1CCCC1)c1ccc(Cl)c(Cl)c1	-9%	/	-9%	4%	1%	-6%	-2.8	-3%
Cc1cc(=O)n2c(n1)OC(CO)C2 (stereo not given)	3%	/	12%	0%	0%	-14%[57.1 µM]	2.9	6%
O=S1(=O)C=C[C@@H](COCc2ccccc2)N1Cc1ccc(Br)cc1	-11%	19	-18%	8%	/	-8%	-1.5	-21%
COc1ccc(C(=O)NNC(=O)OC(C)(C)C)cc1	-21%	2	-4%	2%	0%	5%	-1.3	-23%
COC(=O)c1ccc(OCC(O)CN2CCN(CC(O)COc3ccc(C(=O)OC)cc3)CC2)cc1 (stereo not given)	-9%	-6	2%	2%	1%	0%	-0.3	5%
C[C@@H]1CN([C@H](C)CO)S(=O)(=O)c2ccc(C#Cc3ccccc3)cc2O[C@H]1CN(C)C(=O)Nc1ccc2c(c1)OCO2	1%	-2	-14%	7%	/	-1%	-5.6	-6%
CCc1ccc(CN(C)C(=O)c2cc(S(=O)(=O)N3CCN(CC)CC3)ccc2Cl)cc1	-11%	13	2%	2%	-2%	-6%	-2.3	6%
Cc1ccc(NC(=O)CCC(=O)N/N=C/c2cccnc2)cc1	-7%	-5	-4%	15%	0%	0%[57.1 µM]	-5.1	5%
CSc1nnc(N2C(=O)C(O)=C(C(=O)c3ccco3)C2c2ccccc2F)s1 (stereo not given)	-13%	?	-12%	6%	-12%	-4%[57.1 µM]	2.5	?
O=C(CSc1nncn1-c1ccccc1)N1CCCC1	-14%	-1	-3%	0%	1%	1%	-1.0	8%
CCCCn1c(N)c(N(CC)C(=O)C2=NN(c3ccccc3)C(=O)CC2)c(=O)[nH]c1=O	5%	1	0%	-2%	-1%	-2%	-0.1	0%
CCCc1cc(=O)oc2cc(OC(C)C(=O)NC3CC(C)(C)NC(C)(C)C3)ccc12 (stereo not given)	7%	4	4%	-13%	2%	7%	0.9	-5%
O=C(CN(C(=O)c1csnn1)c1ccccc1F)NCc1ccc2c(c1)OCO2	5%	-4	0%	-6%	2%	-1%	0.6	10%

# Remaining list, next part.
mol	PLK1 PBD block	PI5P4K alpha inh	EPAC2 antagonist	EPAC1 agonist	MmCpn inh	WRN inhibitor	CCT chaperon mod	EPAC1 antag
O=S(=O)(Nc1ccon1)c1ccc(F)c(F)c1	2%	6	0%	-2%	4%	2%	-0.2	3%
N#CC(c1ccccc1)c1cnccn1 (stereo not given)	0%	-8	8%	-21%	-1%	8%	-1.7	9%
CCN1CCN(Cc2nc3ccc([N+](=O)[O-])cc3c(=O)n2-c2ccc(OC)cc2OC)CC1	-13%	-2	3%	9%	-3%	4%[57.1 µM]	-3.2	0%
Clc1ccc2nc(N3CCN(c4ccccc4)CC3)sc2c1	-22%	0	2%	-2%	-28%	-2%	-1.2	-9%
Cc1ccc(NC(=O)CCn2c(=O)c3cccn3c3ccccc32)cc1C	1%	-8	-3%	-4%	4%	-3%	-0.6	13%
O=C1NCCN(Cc2c(F)cccc2Cl)C1CC(=O)N1CCCCO1 (stereo not given)	0%	-14	24%	-2%	-1%	3%	-1.6	1%
COC(=O)COc1ccc(C2NC(=O)NC(c3ccccc3)=C2C(C)=O)cc1OC (stereo not given)	-11%	-2	-3%	4%	-2%	-11%	-4.0	-10%
CC12CCC(c3n[nH]c(=S)nc31)C2(C)C (stereo not given)	-11%	-20	6%	7%	2%	7%	0.4	25%
CC1CCc2nc(N)c(C#N)c(-c3ccncc3)c2C1 (stereo not given)	-4%	3	-3%	2%	0%	-3%	-0.3	9%
CCN(Cc1ccccc1)S(=O)(=O)c1ccccc1Br	2%	-1	?	-9%	4%	-6%	-1.4	2%
O=C(COC(=O)c1cc(NS(=O)(=O)c2cccs2)ccc1O)Nc1ccc(F)c(F)c1F	-6%	3	-3%	8%	-6%	-6%	1.3	-19%
Cc1[nH]n(C)c(=O)c1C(=O)c1c(-c2ccccc2Cl)noc1C	-15%	7	-9%	2%	3%	1%	-0.7	-8%
COc1ccc([C@H]2CC(=O)C=C(c3ccc(OC)c(OC)c3)C2)cc1	-7%	-2	-29%	5%	-2%	-13%	-1.6	3%
COc1cccc(/C=C2\SC(=O)N(CCC(=O)NNC(=O)c3ccccc3Cl)C2=O)c1	-27%	-5	11%	2%	-2%	4%	-1.4	0%
Cc1ccc(Cl)c(NC(=O)COC(=O)CNS(=O)(=O)/C=C/c2ccccc2)c1Cl	-8%	-15	-3%	-22%	0%	?	-3.6	-26%
Cc1ccc(COn2c(-c3ccc(Cl)cc3Cl)nc3ncccc32)cc1	3%	3	-8%	1%	1%	-20%	-2.7	2%
Cc1ccc(S(=O)(=O)Oc2ccccc2/C=N/N=C(N)N)cc1	-1%	0	13%	-3%	-3%[15.4 µM]	1%	2.2	10%
O=C(CNS(=O)(=O)c1ccccc1)OCC(=O)c1ccccc1Cl	-5%	1	-3%	-1%	-1%	10%	-0.5	11%
CCOP(=O)(c1ccccc1)C1(C#N)CCCC1 (stereo not given)	-2%	11	5%	-4%	-2%	-17%	-1.1	-2%
O=C1c2ccccc2C(=O)N1/N=C/c1ccc(O)c(O)c1	?	-12	1%	-11%	1%	-21%[11.6 µM]	-0.3	-14%
CCOc1ccc(NC(=O)c2ccc3c(=O)n4c(nc3c2)CCCCC4)cc1	-11%	-5	-7%	-18%	2%	-1%	0.4	-13%
Nc1nc(Cl)nc2ncn(Cc3ccccc3)c12	-13%	1	-5%	8%	0%	-12%	-2.3	-2%
CCSc1nnc(NC(=O)C2CCN(C(=O)c3ccc(F)cc3)CC2)s1	0%	6	0%	-3%	-4%	3%	-2.4	-1%

# Sorted by value in PI5P4K alpha inh (largest number first): 3 of the compounds above.
mol	PLK1 PBD block	PI5P4K alpha inh	EPAC2 antagonist	EPAC1 agonist	MmCpn inh	WRN inhibitor	CCT chaperon mod	EPAC1 antag
Cc1ccc(COn2c(-c3ccc(Cl)cc3Cl)nc3ncccc32)cc1	3%	3	-8%	1%	1%	-20%	-2.7	2%
CCN1CCN(Cc2nc3ccc([N+](=O)[O-])cc3c(=O)n2-c2ccc(OC)cc2OC)CC1	-13%	-2	3%	9%	-3%	4%[57.1 µM]	-3.2	0%
Cc1ccc(NC(=O)CCn2c(=O)c3cccn3c3ccccc32)cc1C	1%	-8	-3%	-4%	4%	-3%	-0.6	13%
